SENP1 inh = blocks the human SENP1 SUMO protease catalytic domain. AID 624204. 360,000 compounds, 0.21% hits. recombinant SENP1 catalytic domain, CyPet-SUMO1-YPet FRET cleavage. inhibition, % at 10 µM. Q9P0U3;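 active = inhibition at least 30% at 10 µM, raw YFP signal under a set limit, fluorescence ratio 0.5 to 1.5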;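 also: 0% = enzyme with DMSO and 100% = no enzyme wells; some results filed as inactive read as strong as hits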
Target sequence (Q9P0U3 419-644 limits assumed): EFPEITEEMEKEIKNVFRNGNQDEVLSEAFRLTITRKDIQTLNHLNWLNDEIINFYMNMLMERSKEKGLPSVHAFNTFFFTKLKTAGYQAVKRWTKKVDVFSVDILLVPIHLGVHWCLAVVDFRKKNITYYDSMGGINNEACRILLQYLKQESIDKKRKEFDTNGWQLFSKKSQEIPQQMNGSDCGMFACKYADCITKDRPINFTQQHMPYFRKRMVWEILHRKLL
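Test system: human SENP1 catalytic domain; medium: Tris pH 8 buffer plus EDTA, NaCl, BME, BSA, NP40, catalase; incubation: 50 min reaction at room temperature; technique: FRET, CFP and YFP emission; controls: no-enzyme low control and enzyme-plus-DMSO high control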
An asterisk follows results filed as active. This is a subset (hit frequency here may not be typical).

SMILES | SENP1 inh
CC1(C)OC2CC(=O)OCC23C1CC(=O)C1(C)C3CCC2(C)C(c3ccoc3)OC(=O)C3OC321 (centres undefined) | 2
CC12CCC(CC1)C(C)(C)O2 | 2
COc1ccc(C(=O)CC(=O)c2ccc(C(C)(C)C)cc2)cc1 | -3
CC(=O)c1ccc2c(c1)N(CCCN(C)C)c1ccccc1S2 | 21
CCOc1ccccc1C(N)=O | 1

Some of these compounds in order of the SENP1 inh value, ascending.
Molecule | SENP1 inh
COc1ccc(C(=O)CC(=O)c2ccc(C(C)(C)C)cc2)cc1 | -3
CC12CCC(CC1)C(C)(C)O2 | 2
CC(=O)c1ccc2c(c1)N(CCCN(C)C)c1ccccc1S2 | 21

Single entries from above:
SENP1 inh with `CCOc1ccccc1C(N)=O` reads 1
SENP1 inh with `CC12CCC(CC1)C(C)(C)O2` reads 2
